# LEDGF integ inh – blocks HIV-1 LEDGF/p75-dependent DNA integration; inhibition, % at 3.7 µM; TR-FRET IN-LEDGF/p75 DNA integration, Eu/Cy5; hit rate 0.64% among 370,000;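 active = inhibition above the screen-wide mean plus 3 SD, cut at about 13% in these data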;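 also: signal is the Cy5 over europium emission ratio at 671 and 618 nm; 0% = plate median of compound wells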
# PG9 Ab binder – binds the HIV-1 gp120 antibody PG9 | TR-FRET gp120-PG9 antibody binding | inhibition, % at 6.7 µM | hit rate 0.43% among 360,000; in the data active = inhibition above about 8.5%
# HTRA1 inh – HTRA1 (human) protease inhibition | Q92743 | recombinant HTRA1, FP-rhodamine activity-based probe, fluorescence polarization | inhibition, % at 5.96 µM | hit rate 0.5% among 340,000; in the data active = inhibition above about 36%;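 also: 0% = enzyme with DMSO and 100% = wells lacking enzyme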
# TDP2 absorb – blocks human TDP2 phosphodiesterase activity; O95551; hit rate 0.34% among 370,000; recombinant TDP2, T5PNP hydrolysis, p-nitrophenol absorbance 415 nm; inhibition, % at 12.8 µM;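 active = inhibition above the mean of all tested compounds plus 3 SD, set per campaign, cut at about 25% in these data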;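 also: 0% = DMSO with enzyme and 100% = buffer with substrate but no TDP2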
# Target sequence (O95551 whole entry, looked up): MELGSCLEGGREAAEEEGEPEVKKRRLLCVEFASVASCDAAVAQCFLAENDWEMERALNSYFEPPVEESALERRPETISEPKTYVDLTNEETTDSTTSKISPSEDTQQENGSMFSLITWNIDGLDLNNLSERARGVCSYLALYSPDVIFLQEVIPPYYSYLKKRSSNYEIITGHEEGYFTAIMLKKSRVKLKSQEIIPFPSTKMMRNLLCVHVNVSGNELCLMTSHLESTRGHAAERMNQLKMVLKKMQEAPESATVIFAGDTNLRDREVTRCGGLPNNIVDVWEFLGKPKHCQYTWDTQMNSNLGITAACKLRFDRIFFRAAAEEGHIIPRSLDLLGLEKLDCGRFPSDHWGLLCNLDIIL
#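 Incubation: 2 h at 37 °C; Test system: recombinant human TDP2; Quantity: enzyme 120 nM; Read-out basis: percent inhibition; Medium: 50 mM Tris-HCl pH 7.5 with Mg2+, KCl, DTT, BSA; Repeats: single replicate; Compound: 12.8 µM single point, 1% DMSO; Signal: epi absorbance; Reagent: 5 mM T5PNP chromogenic substrate; Benchmarks: no-enzyme high, DMSO-plus-enzyme low.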
# SIAE inh – inhibitors of human sialic acid acetylesterase SIAE | inhibition, % at 9.66 µM | hit rate 0.69% among 370,000 | SIAE FP-Rh probe binding, fluorescence polarization;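 active = inhibition above a cutoff: mean of compounds within the control limits plus 3 SD of those, cut at about 17% in these data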;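 also: 0% = plate median of compound wells and 100% = probe without SIAE protein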
# Target sequence (Q9HAT2 whole entry, looked up): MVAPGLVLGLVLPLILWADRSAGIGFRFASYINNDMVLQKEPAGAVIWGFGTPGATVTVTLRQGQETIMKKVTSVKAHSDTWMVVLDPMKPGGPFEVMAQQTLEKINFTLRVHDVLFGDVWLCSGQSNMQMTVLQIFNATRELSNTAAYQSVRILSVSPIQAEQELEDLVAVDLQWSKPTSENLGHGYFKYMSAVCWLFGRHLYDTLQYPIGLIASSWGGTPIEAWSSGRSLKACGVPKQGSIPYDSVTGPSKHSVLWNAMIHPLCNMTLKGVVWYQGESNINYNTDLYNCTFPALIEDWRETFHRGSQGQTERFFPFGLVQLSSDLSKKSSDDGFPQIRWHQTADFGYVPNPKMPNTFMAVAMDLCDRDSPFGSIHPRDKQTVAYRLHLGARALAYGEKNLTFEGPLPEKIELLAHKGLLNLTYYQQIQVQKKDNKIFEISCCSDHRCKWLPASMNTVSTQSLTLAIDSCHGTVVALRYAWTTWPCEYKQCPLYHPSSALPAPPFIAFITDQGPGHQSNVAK
# NR1D1 modulator – modulates human Rev-erb alpha binding to DNA. P20393. Rev-erbα–FITC-DNA binding, fluorescence polarization, 90 min. activity, % at 10 µM. hit rate 0.79% among 370,000. AID 1259318;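 active = activity above about 14%, limit read from the data; passing the limit was not always enough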;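 also: 0% = DMSO wells with 35 nM protein and 100% = DMSO wells with 750 nM protein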
# TCR-CD3 inh – blocks the human TCR-CD3 interaction. TAMRA-labeled TCR probe fluorescence, biochemical. inhibition, % at 9.4 µM. hit rate 0.37% among 360,000. AID 651800; in the data active = inhibition above about 19%;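 also: recombinant mutant TCR 2C K166C tagged with TAMRA read by polarization; 0% = receptor in buffer alone and 100% = receptor with positive control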
# PRMT1 FP inh – PRMT1 (human) inhibition, primary screen; Q99873; recombinant PRMT1, activity-based probe fluorescence polarization; inhibition, % at 2.79 µM; hit rate 1.3% among 370,000;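 active = inhibition above about 21% made by adding two undisclosed values, limit read from the data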
# ABHD4 inh – inhibitors of mouse ABHD4. purified mABHD4, FP-Rh probe fluorescence polarization. hit rate 0.54% among 370,000. inhibition, % at 8.92 µM. Q8VD66;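 active = inhibition exceeding the mean over every tested compound plus 3 SD, cut at about 30% in these data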;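 also: 0% = plate median of compound wells and 100% = S159A mutant with DMSO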
#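 Doses – 8.92 µM, single dose · Material – wild-type mouse ABHD4 protein · Replication – single well per compound (singlicate) · Measure – percent inhibition of probe binding, normalized to plate controls · Schedule – 45 min compound pre-incubation plus 60 min probe step, 25 °C · Detection – fluorescence polarization with parallel and perpendicular emission, 525/598 nm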
# rCAG binder – molecules binding r(CAG) RNA repeats; r(CAG) RNA repeat, TO-PRO-1 dye displacement fluorescence; inhibition, % at 3 µM; hit rate 1.3% among 370,000; AID 651821;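 active = inhibition above the plate cutoff, the mean of all test compounds on that plate plus 3 SD, cut at about 35% in these data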;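 also: 0% = DMSO alone and 100% = 100 µM mitoxantrone as full dye displacement; higher means more dye released from RNA so lower well fluorescence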
# An asterisk follows results filed as active; nt = not tested or not shown; & = joins results of further samples; ! = not confirmed by another sample. An excerpt; rates above refer to the full screens.
SMILES,LEDGF integ inh,PG9 Ab binder,HTRA1 inh,TDP2 absorb,SIAE inh,NR1D1 modulator,TCR-CD3 inh,PRMT1 FP inh,ABHD4 inh,rCAG binder
O=C1CCC[C@H]2C[C@H](NCc3ccc(F)cc3)CC[C@]23CCCN13,-2,nt,nt,2,5,-1,nt,3,4,nt
O=C(N/N=C/c1ccccc1)c1[nH]ncc1Br,2,-1.8,0,-5,1,-4,8,0,1,-2
COc1cccc(N2CCN(c3ccc(S(=O)(=O)N4CCN(C)CC4)cc3[N+](=O)[O-])CC2)c1,4,-2.5,11,1,9,2,5,-2,-2,4
Cn1c(CN(O)S(=O)(=O)c2ccc(Cl)cc2)nnc1C(F)(F)F,2,0.7,-3,9,7,6,5,11,1,-4
CCCC(C)NC(=O)Cn1c(=O)c2c(ncn2CCC(C)C)n(Cc2ccccc2)c1=O (configuration not stated),3,1.4,-2,-4,-1,-2,1,2,7,-8
CC1=CC(C)(C)N(C(=O)CCl)c2cc(C)ccc21,0,-0.7,2,-5,3,-1,5,0,-6,-7
Cc1csc(NC(=O)c2ccc3c(c2)OCO3)n1,-1,-1.9,-3,2,-6,3,-3,0,-2,5
N=c1oc2ccc3ccccc3c2cc1-c1nc(-c2ccccc2)cs1,-2,1.1,-11,-10,1,-2,9,-2,-2,4
COc1ccc(C(=O)OCn2nnc3ccccc3c2=O)cc1,5,-2.2,1,-1,5,0,7,-2,3,-4
CCN(CC)C(=O)c1ccc(O)c(OC)c1,-3,0.9,6,-5,-3,-3&7,-8,0,9,0
COc1ccc(NC(=O)CSc2ccccc2)c(OC)c1,2,-1.9,2,-8,0,4,5,0,-1,1
O=C(CN(c1ccccc1)S(=O)(=O)c1ccc(F)cc1)N1CCCCCC1,-2,-2.4,-4,0,2,-3,-3,-3,-14,-12
COc1ccc(NC(=O)Nc2ccc([N+](=O)[O-])cc2)cn1,3,-0.2,6,-11,1,-1,6,8,-1,-1
COC(=O)c1cc(Br)c(=O)n(Cc2ccc3c(c2)OCO3)c1,2,0.1,2,-1,2,4,6,-4,-2,-1
Cc1ccc2c(c1)[C@H]1OCC[C@H]1[C@@H](c1ccncc1)N2,2,-0.6,-2,-13,3,-3,0,-1,-7,3
CCN(CC)S(=O)(=O)c1ccc2oc(SCC(=O)NC3CC3)nc2c1,-4,0.1,8,2,3,-1,0,7,5,-6
CN1C(=O)Cc2cc(S(=O)(=O)NCCc3ccc(Cl)cc3)ccc21,1,-2.4,-16,6,-5,0,8,3,-13,8
CCC(=O)N(CC)Cc1cc(=O)[nH]c2ccccc12,-4,1.2,-2,0,2,6,-5,-1,10,-2
CS(=O)(=O)N1CCN(S(=O)(=O)c2ccccc2[N+](=O)[O-])CC1,6,-0.5,5,7,8,-1,0,-1,0,0
Cc1c(CCOC(=O)C2C3CC4CC(C3)CC2C4)sc[n+]1CC(=O)c1ccc(Br)cc1 (configuration not stated),-1&0,-0.4&-0.3,-68&-52,3&2,-1&3,3&10,-5&1,-1&-2,32*!,7&6
CS(=O)(=O)c1ccccc1C(=O)Nc1ccc(-c2nc3ccccc3o2)cc1,1,-2.1,-5,12,-3,5,8,3,-17,7
CC(C)CNC(=O)C(=O)NNC(=O)C1CCCCC1,-3,0.5,3,1,-5,3,3,3,4,-3
Cc1ccccc1C(=O)Nc1cc(NC(=O)c2ccccc2C)cc(C(=O)O)c1,2,-1.6,-1,9,7,-7,11,0,3,6
O=C(CSCC(=O)N1CCOCC1)Nc1nc(-c2ccc3c(c2)OCO3)cs1,1,-2.1,1,-2,-2,5,-2,1,0,2
COC(=O)Nc1nnc(Cc2ccc(OC)cc2)s1,2,1.6,7,2,-1,-1,0,-1,-1,-4
COc1cc(-c2ccc3c(=O)c4ccccc4n(C)c3c2)cc(OC)c1OC,-2,-0.3,-63,9,-118,-5,-1,0,-6,2
COC(=O)CNC(=O)c1cccc(F)c1,1,-0.7,-7,-2,0,0,-2,-1,5,-1
CCOC(=O)c1sc(NC(=O)CCN2C(=O)C3CCCCC3C2=O)cc1C (configuration not stated),5,-3.0,5,7,-4,4,-1,-1,0,0
COc1cccc(-c2nc(CS(=O)(=O)CC(=O)NC3CCCC3)c(C)o2)c1,-1,0.0,0,2,3,-4,11,1,3,-1
O=C(Nc1cccc(NC(=O)c2ncn[nH]2)c1)c1cccc(Cl)c1,-1,-0.7,-29,-8,-16,-4,-4,4,-2,3
CN(C(=O)CSc1nnc(-c2ccccc2)o1)c1c(N)n(Cc2ccccc2)c(=O)[nH]c1=O,2,-0.2,6,-13,-1,3,-3,-3,-5,-6
CCCNC(=O)Cc1c(OC)ccc2cc(Br)ccc12,3,11*,-6,-12,1,8,4,-1,-9,-1
C=CCN1C(=O)C2(OCCCO2)c2cccc(Cl)c21,-3,-0.3,4,10,-5,4,6,2,4,-3
CN[C@H](C)C(=O)NC[C@H]1O[C@@H](n2ccc(N)nc2=O)[C@H](O)[C@@H]1O,-1,0.5,-4,-2,-1,-4,1,6,4,1
CCNC(=O)C(=O)NCc1ccncc1,4,-0.1,0,-4,2,9,-4,3,-5,3
CCc1cc(OCCN2C(=O)NC(C)(C)C2=O)ccc1Cl,2,0.3,4,4,-2,4,7,-1,3,-6
CCOc1ccc(OCC)c(NS(=O)(=O)c2ccc3c(c2)CCN3C(=O)C2CCC2)c1,2,-1.9,-5,-1,3,-1,1,5,-6,2
Cc1cccc(NC(=S)N(CCN(C)C)Cc2cc3cc(C)cc(C)c3[nH]c2=O)c1,-1,2.3,-2,9,1,-2,-2,0,8,-6
COc1ccc(CCNC(=O)CN(c2ccccc2OC)S(=O)(=O)c2ccc(C)cc2)cc1,-3,-1.1,-13,-8,-1,-2,8,-1,-5,-6
CC(=O)Nc1ccc(NC(=O)C(C)n2c3ccccc3c3nc(=O)cc(C)n32)cc1 (configuration not stated),-4,1.5,-5,14,0,0,-4,1,2,1
O=C(O)Cc1ccc(NS(=O)(=O)c2ccccc2Br)cc1,2,-1.1,6,-1,6,-6,-4,-3,-4,0
NC12CC3CC(C1)CC(O)(C3)C2,-2,-0.6,1,7,5,-4,-4,-1,0,1
COc1ccc(CCN2CC(C(=O)N3CCN(C(C)=O)CC3)CCC2=O)cc1 (configuration not stated),1,-1.8,3,-19,-6,12,2,-6,0,-2
Cc1ccc(C)c(OCCC(=O)Nc2cccc(S(=O)(=O)NC3=NCCCCC3)c2)c1,-1,-1.6,-13,9,-2,10,1,-3,0,1
C[C@H]1CN[C@@H](CCO)/C1=C\c1ccccc1,-5,-0.9,10,3,-1,-3,2,1,4,2
Cc1cccc(-n2nc([N+](=O)[O-])c(=NC3CCN(Cc4ccccc4)CC3)n2O)c1,1,-0.9,1,-12,10,-2,5,-5,-3,-2
COc1ccc(-c2csc(NC(=O)Cn3nc(C)cc3C)n2)cc1,-1,-0.6,-4,-1,1,-2,-1,-1,-1,0
C=C(CO)C1Cc2cc(C(C)=O)ccc2O1 (configuration not stated),3,0.7,11,4,9,3,17,-3,4,3
O=C(Nc1ccc(-c2cccc(F)c2)cc1)C1CCCN(Cc2ccccn2)C1 (configuration not stated),7,-1.0,-11,2,1,3,2,-3,-16,-6
COc1ccc(CCNC(=O)Cn2c(=O)n(CC3CCCO3)c(=O)c3cc(OC)c(OC)cc32)cc1OC (configuration not stated),-3,-0.8,2,2,1,1,5,-3,-4,-7

# The results go on.
SMILES,LEDGF integ inh,PG9 Ab binder,HTRA1 inh,TDP2 absorb,SIAE inh,NR1D1 modulator,TCR-CD3 inh,PRMT1 FP inh,ABHD4 inh,rCAG binder
Cc1cccc(CSc2ncc(CO)n2C)c1,-2,0.4,1,-9,2,-1,-5,2,1,2
CCc1ccccc1Nc1nc(N)nc(CSCC(=O)c2cc(C)n(C)c2C)n1,0,0.9,-7,6,3,-2,2,6,1,2
Cc1ccsc1/C=N/NC(=O)CNC(=O)c1ccc(S(=O)(=O)N(C)C)cc1,1,0.5,1,3,-1,4,-3,2,-6,3
CC(C)C[C@H](NC(=O)OC(C)(C)C)C(=O)N[C@@H](CO)[C@H](O)[C@@H]1C[C@@H]1C(=O)NC1CC1,-3,0.7,3,-3,-2,2,4,0,-4,-8
CC(NC(=O)C(C)N1CCN(Cc2ccccc2)CC1)c1ccc(F)cc1 (configuration not stated),6,-1.0,7,-9,0,1,11,0,7,-2
COc1ccc(N2C(=O)CCC(C(=O)O)C2c2ccc(F)cc2)cc1 (configuration not stated),1,0.7,3,-2,-1,2,-2,2,5,-1
Cc1csc(NC(=O)CSc2nnc(C)s2)n1,-2,-0.8,2,5,-2,2,-1,1,-7,2
O=C(O)CSc1ncnc2c1oc1ccccc12,-1,0.2,8,-2,0,1,-3,1,0,3
CN(Cc1ccccc1)C(=O)c1cccc(NC(=O)Cc2cccc([N+](=O)[O-])c2)c1,0,-0.7,-20,2,4,-2,0,-1,2,-2
COc1cc(C(=O)OCC(=O)NC(=O)C2CCCCC2)ccc1OC(F)F,4,-0.6,-5,9,-3,-9,14,1,2,-6
O=C(NCCO)c1ccc2nc(-c3ccco3)c(-c3ccco3)nc2c1,77*,0.9,22,47*,20*,3,26*,65*,42*,54*
CC1CCCC(C)N1C(=O)CN1C(=O)NC2(CCCCCC2)C1=O (configuration not stated),-3,1.6,7,-1,0,0,3,-1,0,0
Cc1cc(O)ccc1N1C(=O)c2cccc3cc([N+](=O)[O-])cc(c23)C1=O,1,-3.0,3,3,-6,-2,-1,2,5,-2
O=C(CNS(=O)(=O)c1ccc(C(=O)N2CCOCC2)cc1)N1CCOCC1,1,1.0,1,-2,5,5,4,1,3,-2
O=c1[nH]c(SCc2ccccc2Cl)nc2[nH]ncc12,3,-2.6,-22,-7,1,0,6,0,-7,5
CCCc1nc2ccc(C(=O)OC)cn2c1Cc1cccc(F)c1,4,0.3,nt,-5,-2,0,-5,7,-13,5
O=[N+]([O-])c1ccc2c(c1)C(N1CCOCC1)/C(=C/COc1ccc(F)cc1)O2 (configuration not stated),1,-0.3,-11,2,3,-1,7,-2,0,-3
O=C(Nc1cccc(Cl)c1Cl)c1snnc1-c1ccccc1,1,-0.2,-19,-3,-7,-1,3,0,-12,0
CCOC(=O)Nc1ccc(C(=O)c2ccncc2)cc1,0,0.4,6,-5,1,-4,-2,4,0,-2
Cc1occc1C(=O)NCc1cccs1,1,-1.6,4,11,4,1,-5,6,-7,3
COc1cc2c(cc1OC)C1CCc3cc4c(cc3C1N=C2)OCO4 (configuration not stated),2,0.3,-10,-6,-3,8,-1,3,-2,2

# Part of the list above, with tabs.
Compound	LEDGF integ inh	PG9 Ab binder	HTRA1 inh	TDP2 absorb	SIAE inh	NR1D1 modulator	TCR-CD3 inh	PRMT1 FP inh	ABHD4 inh	rCAG binder
O=C(NCCO)c1ccc2nc(-c3ccco3)c(-c3ccco3)nc2c1	77*	0.9	22	47*	20*	3	26*	65*	42*	54*
O=C(Nc1cccc(Cl)c1Cl)c1snnc1-c1ccccc1	1	-0.2	-19	-3	-7	-1	3	0	-12	0

# High-throughput results (PubChem BioAssay)
